CBFb-RUNX1 inh = CBF-beta/RUNX1 interaction disruption; Q01196+Q13951; AlphaScreen CBFb-His/RUNX1-biotin binding, biochemical; Potency, µM (series often up to 59.8 µM), for the others: at the highest dose activity, negative = inhibition, usual class: inhibitors; 230,000 tested, under 10 active; note: % of control where 0% means no effect
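Bead-based AlphaScreen assay; binding partners His-tagged CBF-beta and biotinylated RUNX1 at 30 nM each. Compound exposure 15 min after a 20-min protein preincubation; bead step 90 min; all steps at room temperature.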
HTT aggregate = mutant huntingtin aggregation inhibition; PC12 HttQ103-GFP aggregates, Acumen cytometry, 40 h; Potency, µM (highest dose often 46.1 µM), without a hit: at the top dose activity change, negative = inhibition, hits mostly inhibitors; hit rate 1.1% among 220,000; AID 1688; note: potency is the fitted concentration of half-maximal effect; % is set by controls: 0 for no effect and ±100 for the full control effect; nearly all actives have a fitted effect of over 60% in size
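Steps: seed 1500 PC12 HTTQ103-GFP cells/well; add tebufenozide, 100 nM final; add compound titration; add ATPLite reagent; quantify GFP aggregates by laser scanning cytometry.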
NPSR antag = antagonists of human neuropeptide S receptor cAMP signaling. Potency, µM (highest dose often 38.3 µM), for inactives: at the top dose activity change, negative = inhibition, hits mostly inhibitors. Q6W5P4. CHO-NPSR cells, cAMP TR-FRET, antagonist mode. hit rate 1% among 220,000; note: potency is the fitted concentration of half-maximal effect; % is set by controls: 0 for no effect and ±100 for the full control effect; nearly all actives have a fitted effect of over 50% in size; many of its hits are not listed in these tables
Target sequence (Q6W5P4 whole entry, looked up): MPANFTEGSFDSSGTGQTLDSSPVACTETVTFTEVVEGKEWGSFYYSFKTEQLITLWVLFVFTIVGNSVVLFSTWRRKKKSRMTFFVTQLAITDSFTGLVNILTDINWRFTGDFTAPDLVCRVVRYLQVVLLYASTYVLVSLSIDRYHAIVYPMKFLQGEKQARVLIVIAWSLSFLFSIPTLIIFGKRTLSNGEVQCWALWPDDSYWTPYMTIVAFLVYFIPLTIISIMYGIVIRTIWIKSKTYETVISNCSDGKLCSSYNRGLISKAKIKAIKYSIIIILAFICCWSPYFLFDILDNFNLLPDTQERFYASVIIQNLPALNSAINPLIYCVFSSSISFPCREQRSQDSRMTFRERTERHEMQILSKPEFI
IMPase Li inh = IMPase inhibition in cells with lithium potentiation; CHO-M1 cells, IP1 TR-FRET (IP-One), carbachol + lithium; hit rate 0.35% among 210,000; AID 1457; Potency, µM (doses to about 59.4 µM), for inactives: at the highest dose activity, negative = IMPase inhibition, usual class: inhibitors;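 note: IP1 builds up when IMPase is blocked and the TR-FRET signal falls; potency is the fitted concentration of half-maximal effect; plate controls were basal vehicle for no effect and high inhibitor control for full effect; nearly all actives have a fitted effect of over 50% in size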
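Readout is a homogeneous TR-FRET IP1 immunoassay (Ex 320, Em 665 and 620), where raised cytosolic IP1 lowers signal. Cells were CHO-M1 treated 30 min at 37C with test compounds plus a little lithium; AC50 values came from Hill-equation fitting.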
Epigenetic derep = regulators of epigenetic silencing causing reporter derepression in mouse cells | murine LDR cells, GFP reporter derepression, 30 h | Potency, µM (highest dose often 53.9 µM), inactives show at the top dose GFP activation, usual class: activators | hit rate 0.2% among 280,000 | AID 1865; note: potency is the fitted concentration of half-maximal effect; % of control where 0% means no effect; nearly all actives have a fitted effect of over 60% in size
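Reporter derepression read as number of fluorescent GFP-positive objects, 20-120 um in size, counted by laser-scanning cytometer. Mouse LDR line with an epigenetically silenced CMV-GFP locus; compound incubation 30 h, 37 C.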
L3MBTL1 block = blocks human L3MBTL1; Q9Y468; AlphaScreen L3MBTL1–H3K9me1 peptide binding; Potency, µM (series often up to 57.1 µM), for inactives: at the top dose activity, negative = inhibition, hits mostly inhibitors; hit rate 0.66% among 230,000; AID 485360; note: potency is the fitted concentration of half-maximal effect; % is set by controls: 0 for no effect and ±100 for the full control effect; nearly all actives have a fitted effect of over 60% in size
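L3MBTL1 50 nM + b-AHA-H3(1-15)K9me1 75 nM, 30 min RT; compound added, 30 min RT; streptavidin donor/Ni-chelate acceptor beads 10 ug/mL each final, 30 min RT dark; AlphaScreen read.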
KinaseGlo FLuc = counter-screen: inhibitors of Kinase-Glo firefly luciferase; Kinase-Glo luciferase, ATP luminescence, 8 min; Q27757; hit rate 0.28% among 200,000; Potency, µM (highest dose often 38.3 µM), without a hit: at the top dose activity change, negative = inhibition, hits mostly inhibitors; note: potency is the fitted concentration of half-maximal effect; % is set by controls: 0 for no effect and ±100 for the full control effect; nearly all actives have a fitted effect of over 60% in size
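Compounds were added to a substrate mix at pH 7.2 (50 mM imidazole, 10 uM ATP, within the enzyme's linear range), followed by Kinase-Glo detection reagent; luminescence was measured after 8 minutes at ambient temperature.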
Active calls of the source: *; ? = inconclusive; / = no result given; [ ] = another dose, or the depositor's remark. Calls come from the whole dose curve; as a rule, active = well fitted curve in the direction sought with a large enough effect; inconclusive = small, poorly fitted or top-dose-only effect, or another doubt; inactive = no such curve, though single readings can be large; an effect the other way counts as inactive or inconclusive. This is a subset, so the mix of outcomes need not match the whole.

SMILES | CBFb-RUNX1 inh | HTT aggregate | NPSR antag | IMPase Li inh | Epigenetic derep | L3MBTL1 block | KinaseGlo FLuc
CC1Cc2ccccc2N1C(=O)c1ccc2c(c1)nnn2C (stereo unspecified) | 4% | -2% | -8%[46.1 µM] | 15%[38.3 µM] | 0.0% | / | 2%
CCCCC(=O)NC1=NC(=O)C(C)(C)S1 | 2% | 1% | -4%[46.1 µM] | 21%[38.3 µM] | 0.0% | 5% | 0%
COc1ccc(/C=C/C(=O)NCCSCc2ccco2)cc1OC | -6% | -18%[9.22 µM] | -5% | / | 6.7% | -14% | /
COc1ccc(C2CC(c3ccccc3)Nc3nc(NC(=O)c4cccs4)nn32)cc1 (stereo unspecified) | -2% | 24% | ? | 18%[38.3 µM] | -1.1% | / | 1%
O=C(Nc1cccc2ccccc12)N1CCN(c2ccccc2)CC1 | 2% | 11% | -4%[46.1 µM] | 18%[38.3 µM] | 2.3% | / | -6%
CCOC(=O)C1C(C(=O)OC)=C(C(=O)OC)c2ccccc2N1S(=O)(=O)C(F)(F)F (stereo unspecified) | -8% | / | / | -2% | -0.9% | 5% | 1%[39.9 µM]
CCN(CCCNC(=O)CCc1nc(-c2ccc(C)cc2)no1)c1cccc(C)c1 | -1% | ? | -29%[46.1 µM] | 11%[38.3 µM] | -0.9% | -23% | 0%
Cn1nnc(NC(=O)/C=C/c2ccco2)n1 | 10% | -24%[9.22 µM] | 2% | / | -0.1% | -7% | /
CC(C)OC(=O)c1cccnc1N1CCN(c2cccc(Cl)c2)CC1 | ? | 22%[9.22 µM] | ? | 10% | 1.1% | 51%[activator] | 1%
O=C(c1ccccc1)c1c[nH]cc1-c1ccccc1 | -6% | -11% | 5%[46.1 µM] | -6% | -0.8% | -15% | 0%
O=C(CSc1nc2ccccc2[nH]1)Nc1nc(-c2ccccc2)c(-c2ccccc2)o1 | -2% | -10% | -23% | 1% | -1.0% | 3% | 4%
COc1ccc2nc(NC(=O)c3sc4nc(C)cc(C)c4c3N)sc2c1 | 14% | -41%[9.22 µM] | 1% | / | 1.1% | / | /
O=C1CC(N(CCc2ccccc2)C(=S)Nc2ccccc2)C(=O)N1c1ccc(F)cc1 (stereo unspecified) | 12% | -5%[9.22 µM] | ? | / | 0.1% | 6% | /
O=C(NNC(=O)C1[C@H]2CCCC[C@@H]12)NC1CCCCC1 (stereo partly specified) | 3% | -8% | 16% | 2% | -2.2% | -6% | -2%
CC1(C)Oc2ccc(C(=O)NC3CCCC3)cc2N(CC(=O)NC2CCCC2)C1=O | 4% | 5% | -7%[46.1 µM] | 17%[38.3 µM] | -0.1% | / | -2%
CCCCSC(=O)Nc1ccccc1 | 1% | 6% | ? | -9%[38.3 µM] | -6.3% | 9% | 7%
CCOC(=O)Cn1cc(C#N)c(=O)[nH]c1=O | 15% | -5%[9.22 µM] | -2% | / | -1.0% | / | /
C/C(Cn1nc([N+](=O)[O-])cc1C)=N\NC(=O)c1ccc(C(C)(C)C)cc1 | 0% | -10% | -15%[46.1 µM] | 6%[38.3 µM] | -0.2% | / | 16%
O=C(NCc1ccccc1)c1cccc(COc2cccc(Cl)c2)c1 | 15% | -12% | -18%[46.1 µM] | 4%[38.3 µM] | 0.0% | 25% | -2%
COc1ccc(S(=O)(=O)N(CC(=O)NC2CC2)c2ccc(C)cc2)cc1 | 5% | 2% | -11% | / | -4.3% | 12% | /
CCCC(=O)OCC(=O)Nc1ccc2[nH]c(=O)[nH]c2c1 | -1% | 10% | 2% | -2% | 2.1% | 0% | -4%
COc1ccc(C(=O)NNC(=O)CSc2nnc(COc3ccccc3)n2C)cc1 | 7% | 15% | 5%[46.1 µM] | 15%[38.3 µM] | -0.6% | 4% | 4%
CCCN(Cc1cc2cc(C)ccc2[nH]c1=O)C(=O)c1ccccn1 | 5% | -11%[9.22 µM] | 9% | / | -1.7% | 5% | /
CC[C@]1(C)CC(=O)NC1=O | -6%[21.7 µM] | 7% | / | 3% | 0.0%[16.9 µM] | / | -2%[17.1 µM]
CCCCNC(=O)CCC(=O)Nc1ccc2nc(N3CCC(C)CC3)cc(C)c2c1 | 3% | 16% | -13% | 10% | -4.1% | / | 1%
CCOC(=O)c1cnn(-c2nc(SC)nc3sc4c(c23)CCCC4)c1N | 16% | -20% | ? | 32%[activator][38.3 µM] | 0.7% | / | -4%
Cc1nc([N+](=O)[O-])cn1CC(O)c1ccc(F)cc1 (stereo unspecified) | 6% | -17%[9.22 µM] | 11% | / | -3.1% | / | /
O=C(Cn1c(=S)[nH]c2ccccc2c1=O)N1CCN(c2ccc(F)cc2)CC1 | -7% | 0% | 2% | -8% | 1.8% | / | 1%
CCOC(=O)CNC(=O)N1CCCC(C(=O)c2ccc3c(c2)OCO3)C1 (stereo unspecified) | 0% | -5%[9.22 µM] | 7% | 17% | 1.1% | 14% | 3%
CCCCCC(=O)NC(=S)Nc1ccc(N2CCCCC2)c(Cl)c1 | -1% | 0% | ? | / | 2.1% | -6% | /
COc1ccc([N+](=O)[O-])cc1NC(=O)c1cc(C)c(C)o1 | 2% | 23%[9.22 µM] | -1% | -3% | -0.7%[10.1 µM] | 8% | 0%
O=C(NCCc1ccccn1)c1cc(-c2ccc(Cl)cc2)nc2ccccc12 | 3% | -5% | 2% | 4% | 0.0% | 7% | -2%
N#Cc1cnc2c(-c3ccccc3)c(-c3ccccc3)nn2c1N | 4% | ? | -25% | 17% | 1.3% | -9% | -2%
CC(=O)/C=C(\C)Nc1c(C)n(C)n(-c2ccccc2)c1=O | -3% | 13% | 12% | 0% | 1.1% | / | 0%
COc1ccc(NCc2ccc3c(c2)OCO3)cc1Cl | ? | 21% | -1%[46.1 µM] | 13%[38.3 µM] | 3.3% | -28% | 2%
Cc1ccccc1C(=O)NC(=S)NCCN1CCOCC1 | 1% | 13% | 13% | 0% | 3.4% | 1% | 0%
O=C(CSc1ncc(C(F)(F)F)cc1Cl)NCC1CCCO1 (stereo unspecified) | 2% | -7%[9.22 µM] | 5% | / | -0.4% | / | /
COc1ccc(C(=O)NCCC2=CCCCC2)cc1[N+](=O)[O-] | -2% | -1% | -15% | -8% | -4.2% | -13% | 0%
COc1ccc(NC(=O)c2cc3c(=O)n(C)c4ccccc4c3s2)cc1OC | -3% | -4% | -9% | -16% | 1.1% | / | /
O=S(=O)(c1ccc2c(c1)OCCO2)N1CCC(n2cnc3cc(F)ccc32)CC1 | -3% | -3% | -22%[46.1 µM] | / | 2.1% | -2% | /

Reprinted at random: 2 compounds from above.
SMILES | CBFb-RUNX1 inh | HTT aggregate | NPSR antag | IMPase Li inh | Epigenetic derep | L3MBTL1 block | KinaseGlo FLuc
O=C(NCc1ccccc1)c1cccc(COc2cccc(Cl)c2)c1 | 15% | -12% | -18%[46.1 µM] | 4%[38.3 µM] | 0.0% | 25% | -2%
O=C(Nc1cccc2ccccc12)N1CCN(c2ccccc2)CC1 | 2% | 11% | -4%[46.1 µM] | 18%[38.3 µM] | 2.3% | / | -6%

Later entries.
SMILES | CBFb-RUNX1 inh | HTT aggregate | NPSR antag | IMPase Li inh | Epigenetic derep | L3MBTL1 block | KinaseGlo FLuc
CC1Cc2ccccc2N1CC(=O)NC(=O)NC1CCCC1 (stereo unspecified) | -4% | -7% | -10% | 3% | 1.1% | / | -1%
COc1ccc(N2CCN(C(=O)c3cc(-c4cccs4)nc4ccccc34)CC2)cc1 | / | -1% | -23% | 4% | -1.6% | -24% | 4%
CC(C)(Oc1ccc(Cl)cc1)C(=O)N1CCN(c2ccccn2)CC1 | 12% | -20% | -15%[46.1 µM] | 15% | 1.2% | 5% | 2%
Cc1nnc(Nc2ccc(Cl)c(C(F)(F)F)c2)[nH]c1=O | 2% | -22% | 2% | -5% | 7.0% | -1% | -1%
CNC(=O)Nc1cc(NC(=O)NC)cc(C(F)(F)F)c1 | -2% | -7%[9.22 µM] | -11% | / | -1.0% | 7% | /
Cc1occc1-c1nnc(SCC(=O)O)n1-c1ccccc1 | 10% | 4%[9.22 µM] | 9% | / | -3.1% | / | /
Cc1cc(C)nc(NN2C(=O)/C(=C/c3ccccc3)SC2=S)n1 | 2% | -15% | -5%[46.1 µM] | -1%[38.3 µM] | -2.8% | -12% | -3%
CC(OC(=O)CN(C)S(=O)(=O)c1ccc(Cl)cc1)C(=O)Nc1ncc(Cl)cc1Cl (stereo unspecified) | 5% | 5% | -18%[46.1 µM] | / | -1.0% | 0% | /

Profiles, looked up by structure.
O=C(NCc1ccccc1)c1cccc(COc2cccc(Cl)c2)c1 is listed with CBFb-RUNX1 inh: 15%; HTT aggregate: -12%; NPSR antag: -18%[46.1 µM]; IMPase Li inh: 4%[38.3 µM]; Epigenetic derep: 0.0%; L3MBTL1 block: 25%; KinaseGlo FLuc: -2%
Cc1occc1-c1nnc(SCC(=O)O)n1-c1ccccc1 is listed with CBFb-RUNX1 inh: 10%; HTT aggregate: 4%[9.22 µM]; NPSR antag: 9%; IMPase Li inh: /; Epigenetic derep: -3.1%; L3MBTL1 block: /; KinaseGlo FLuc: /

Assay outcomes as filed in PubChem.
